Screening data (PubChem)
hgDAF-12 ag – H. glycines DAF-12 receptor agonists, primary screen, cell-based, luminescence, HEK293, GAL4 fusion, UAS-luciferase | HEK293 GAL4-hgDAF12 UAS-luciferase reporter, agonist luminescence; normalized to butyrate control | activation, % at 6.8 µM | hit rate 1.8% among 370,000 | AID 687014, 2013;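 active = activation above a cutoff set at the mean of all screened compounds plus 3 SD, cut at about 10% in these data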;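 also: 0% = DMSO wells and 100% = sodium butyrate wells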
hcDAF-12 act – H. contortus DAF-12 nuclear receptor activators, primary screen, cell-based, luminescence, HEK293, lit1-tk-luc reporter; hit rate 1.4% among 370,000; HEK293 hcDAF-12 lit1-tk-luc reporter; 0% DMSO, 100% Δ7-dafachronic acid; activation, % at 6.8 µM; AID 652067, 2013;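 active = activation above the mean of all tested compounds plus 3 SD, cut at about 5.5% in these data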;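 also: 100% = response to 3 µM Δ7-dafachronic acid high control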
DAX1 inh-1 – DAX1 (NR0B1) inhibitors, primary screen, cell-based, HEK293, Gal4-DAX1, luciferase luminescence | AID 504766, 2011 | HEK293 Gal4-DAX1 luciferase reporter | inhibition, % at 6.75 µM | hit rate 0.99% among 340,000;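 active = inhibition above the mean over all tested compounds plus 3 SD, cut at about 4.2% in these data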;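 also: 0% = DAX1-transfected cells with DMSO and 100% = empty-vector control cells with DMSO; inhibition shows as a rise in luminescence from relieved DAX1 repression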
ssDAF12 agonist – S. stercoralis DAF-12 nuclear receptor activators, primary screen, cell-based, luminescence, HEK293, GRIP1 co-expression, lit1-tk-luc. Nuclear hormone receptor DAF-12 (Strongyloides stercoralis). HEK293 ssDAF-12/GRIP1 lit1-tk-luc reporter; % of 3 µM dafachronic acid response. activation, % at 6.8 µM. hit rate 1% among 370,000;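 active = activation above the mean over all tested compounds plus 3 SD, cut at about 0.9% in these data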;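 also: 0% = DMSO-only wells and 100% = 3 µM delta7-dafachronic acid wells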
PG9 binder – binders of HIV-1 gp120 antibody PG9, primary screen, biochemical, TR-FRET | HIV-1 gp120 / PG9 antibody interaction | TR-FRET gp120-PG9 antibody binding | inhibition, % at 6.7 µM | hit rate 0.43% among 360,000 | AID 624416, 2012; in the data active = inhibition above about 8.5%
ADAM17 inh – ADAM17 inhibitors, primary screen, biochemical, QFRET | Disintegrin and metalloproteinase domain-containing protein 17 (Homo sapiens), P78536 | recombinant ADAM17, EDANS/DABCYL FRET peptide cleavage | inhibition, % at 6.95 µM | hit rate 0.83% among 370,000 | AID 720648, 2013;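 active = inhibition above the mean of compounds lying between control limits plus 3 SD, set per campaign, cut at about 8.5% in these data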;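 also: 0% = DMSO-only wells as the low control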
SMARCA2 act – SMARCA2 (BRM) function activators, primary screen, cell-based, luminescence, high throughput; MG213 cells, MMTV-luciferase reporter, dexamethasone, overnight; hit rate 1% among 370,000; activation, % at 9.1 µM; AID 652017, 2013; in the data active = activation above about 7.8%;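 also: 0% = vehicle wells and 100% = reference activator wells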
GAA850 FXN act – FXN promoter activators, primary screen, cell-based, luciferase luminescence, HEK293 lucGAA850; HEK293 lucGAA850 FXN promoter luciferase reporter, 24 h; percent of 10 µM SAHA response; activation, % at 6 µM; hit rate 0.56% among 360,000; AID 540364, 2011;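 active = activation above the average of all compounds screened plus 3 SD, cutoff fixed separately per campaign, cut at about 7.5% in these data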;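 also: 0% = DMSO wells and 100% = 10 µM SAHA wells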
NPR1 activator – GC-A stimulated cGMP production enhancers – HEK293 GC-A cells, cGMP TR-FRET, EC30 ANP, primary screen. Atrial natriuretic peptide receptor 1 (Homo sapiens), P16066. 0% at EC30 ANP, 100% saturating ANP. activation, % at 10 µM. hit rate 0.14% among 370,000. AID 1671463, 2021; in the data active = activation above about 40%
Target sequence (P16066 whole entry, looked up): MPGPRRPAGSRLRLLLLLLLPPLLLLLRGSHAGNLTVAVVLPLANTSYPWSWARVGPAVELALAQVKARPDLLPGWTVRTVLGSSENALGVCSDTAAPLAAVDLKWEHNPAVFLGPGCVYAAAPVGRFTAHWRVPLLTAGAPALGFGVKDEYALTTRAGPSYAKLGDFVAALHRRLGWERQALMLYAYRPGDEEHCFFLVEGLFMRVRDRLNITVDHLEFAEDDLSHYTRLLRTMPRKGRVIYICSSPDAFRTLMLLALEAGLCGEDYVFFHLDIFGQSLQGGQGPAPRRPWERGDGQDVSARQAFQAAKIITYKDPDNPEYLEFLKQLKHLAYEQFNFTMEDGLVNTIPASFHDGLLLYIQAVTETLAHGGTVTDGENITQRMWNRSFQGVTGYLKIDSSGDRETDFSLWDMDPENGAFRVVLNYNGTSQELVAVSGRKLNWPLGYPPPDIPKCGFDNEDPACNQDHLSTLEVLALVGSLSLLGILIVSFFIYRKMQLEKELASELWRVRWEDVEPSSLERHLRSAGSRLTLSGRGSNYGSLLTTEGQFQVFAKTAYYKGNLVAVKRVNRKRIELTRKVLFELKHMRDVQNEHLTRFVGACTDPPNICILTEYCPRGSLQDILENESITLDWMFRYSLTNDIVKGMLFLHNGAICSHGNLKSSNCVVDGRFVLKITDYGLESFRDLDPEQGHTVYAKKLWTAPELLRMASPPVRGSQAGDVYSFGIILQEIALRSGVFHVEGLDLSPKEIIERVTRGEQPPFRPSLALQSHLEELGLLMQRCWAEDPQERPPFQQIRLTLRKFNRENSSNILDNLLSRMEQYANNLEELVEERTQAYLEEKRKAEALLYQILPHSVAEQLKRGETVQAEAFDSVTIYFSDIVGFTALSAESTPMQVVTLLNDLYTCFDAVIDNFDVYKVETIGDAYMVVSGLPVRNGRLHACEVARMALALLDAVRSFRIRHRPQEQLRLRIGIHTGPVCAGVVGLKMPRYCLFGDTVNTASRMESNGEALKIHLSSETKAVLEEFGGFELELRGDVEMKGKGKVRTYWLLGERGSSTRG
ADAM10 inh – human ADAM10 inhibitors, primary screen, biochemical, QFRET, HTS; Disintegrin and metalloproteinase domain-containing protein 10 (Homo sapiens), O14672; recombinant ADAM10, EDANS/DABCYL FRET peptide cleavage, 3 h; inhibition, % at 7 µM; hit rate 0.62% among 370,000;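 active = inhibition above a per-campaign cutoff equal to the mean of compounds falling between control-based bounds plus 3 SD, cut at about 20% in these data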;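 also: 0% = DMSO wells while the 100% control is not disclosed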
DAX1 inh-2 – DAX1 (NR0B1) inhibitors on StAR promoter, primary screen, cell-based, luminescence, SF-1 (NR5A1), full-length DAX-1; HEK293T StAR-luciferase reporter, SF-1/DAX-1 repression relief; inhibition, % at 6.8 µM; hit rate 1.1% among 370,000; AID 652010, 2013;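 active = inhibition above the mean over all tested compounds plus 3 SD, cut at about 3.6% in these data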;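 also: 0% = DAX-1 cells with DMSO and 100% = cells lacking DAX-1 with DMSO; higher inhibition means more luminescence from relief of DAX-1 repression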
* hit, by the source's call; i = inactive; . = not tested or not shown. Random draw from the library (roughly 6.8% active in at least one column).

SMILES	hgDAF-12 ag	hcDAF-12 act	DAX1 inh-1	ssDAF12 agonist	PG9 binder	ADAM17 inh	SMARCA2 act	GAA850 FXN act	NPR1 activator	ADAM10 inh	DAX1 inh-2
Oc1ccc(C[C@H]2CN([C@@H](Cc3ccccc3)CN3CCCC3CN3C(=S)NC[C@@H]3Cc3ccccc3)C(=S)N2CCc2ccccc2)cc1 (stereo partly drawn)	-3.9	-0.4	.	-1.1	0.0	6.6	-2.8	.	-0.4	12.8	0.2
COc1ccc(CC(=O)Nc2ccccc2N2CCCCC2)cc1OC	0.3	-1.8	.	-1.2	1.1	-5.9	-3.9	2.1	-1.3	-11.6	-0.1
Cc1cc(C(=O)NC2CCCN(Cc3ccc(Cl)cc3)C2)c(C)o1 (stereo not drawn)	-1.8	-1.8	1.4	-0.8	-1.3	0.5	-3.2	-0.2	-0.9	-12.1	0.2
COC(=O)C1CN(Cc2cn(Cc3ccc(C)cc3)nn2)CCS(=O)(=O)N1Cc1ccc(OC)cc1 (stereo not drawn)	3.4	-3.6	.	-1.3	.	-0.5	-4.2	.	-3.6	-0.3	-1.5
O=C(O)c1ccc2ncc(NC(=O)c3ccc(F)cc3)c(=O)n2c1	2.3	2.1	1.1	-1.7	-1.9	-9.5	-0.6	3.6	1.1	-32.6	0.6
CCOC(=O)/C(C(N)=NCc1ccco1)=C(/O)c1ccccc1	-3.1	-1.8	-0.6	-1.3	-0.9	-2.9	-0.1	1.2	-2.4	3.7	-0.2
Cc1ccc(-c2noc(CSc3nnc(Cc4ccccc4)n3-c3cccc(C)c3)n2)cc1	-3.8	-2.7	-0.3	-2.2	1.0	4.5	-5.9	2.2	-12.3	16.9	-0.9
C/C=C/c1ccc(OCC(=O)NCc2ccccc2OC)c(OC)c1	-1.7	-2.0	1.8	-1.4	0.7	-1.3	-2.8	-1.7	1.8	-4.1	0.1
COc1cc(NCCCNC(C)C)c2nccc(C)c2c1	-2.2	0.7	-2.1	-1.2	-1.6	-6.5	-1.8	-1.0	1.1	-15.9	-3.4
Cc1ccc(NC(=O)CN2CCN(S(=O)(=O)c3ccc4c(c3)OCCO4)CC2)c(C)c1	0.5	-1.5	0.4	-1.5	0.2	1.9	-2.9	0.3	0.0	4.6	-0.4
CCN1CCN(Cc2c(C)[nH]c3ccc(OC)cc3c2=O)CC1	-1.1	-2.0	0.5	-1.2	1.1	-15.1	0.7	-4.6	1.5	-45.2	-0.1
O=C(O)/C=C/c1ccc(O)c(O)c1	1.3	0.0	-0.2	-1.4	-2.5	-44.2	-3.8	0.3	0.8	-139.6	0.5
CCN(CC(=O)NCc1cccs1)C(=O)/C=C/c1cc(OC)ccc1OC	-2.0	0.8	0.8	-1.3	0.0	-359.1	-0.2	0.5	1.6	i	-0.8
NC(=O)COC(=O)c1cc(S(=O)(=O)N2CCOCC2)ccc1N1CCCCC1	0.0	-0.4	0.0	-0.5	0.6	-4.8	-0.9	-1.2	-0.8	-0.2	0.5
C/C(=N\NC(=O)c1nnn(-c2nonc2N)c1CSc1ccc(C)cc1)c1cccs1	-0.5	0.3	0.3	-0.6	-1.5	1.8	-1.0	0.1	-1.6	-17.8	0.5
COc1ccc(S(=O)(=O)N2CCOC2CNC(=O)C(=O)NCc2cccnc2)cc1OC (stereo not drawn)	-1.6	-0.9	-0.8	-1.5	0.8	-7.2	-2.2	2.0	7.0	-0.2	0.2
Cc1ccc(Cn2cc(CN3[C@@H](CC(C)C)COc4ccc(Cl)cc4S3(=O)=O)nn2)cc1	0.4	-0.2	.	-1.1	.	-0.5	0.9	.	2.9	2.6	0.9
COC(=O)Cc1nnn2c1[C@H](C)[C@H](C(C)(C)C)OCC2	1.4	0.7	.	-1.4	-1.6	-0.7	-4.5	.	4.1	3.9	0.7
CC(=O)Nc1cccc(NC(=O)c2ccc(C(=O)Nc3cccc(NC(C)=O)c3)nc2)c1	0.1	3.4	0.8	-1.2	-0.7	-1.0	2.4	2.8	0.9	-0.1	0.5
O=C(Nc1ccc(Cl)c(Cl)c1)Nc1ccc(Br)cc1F	0.9	-2.5	-0.6	-1.7	-0.1	3.0	-3.9	0.6	10.0	6.9	0.6
CNC(=O)CSc1nnnn1-c1cc(C)ccc1C	1.5	-0.5	-0.8	-1.1	1.2	-2.1	-4.2	-1.2	0.1	-2.6	-0.6
COc1ccc(N2CC(C(=O)N3CCN(c4ccccc4)CC3)CC2=O)cc1 (stereo not drawn)	-1.9	-1.4	0.2	-0.6	-0.8	-0.1	0.5	1.8	1.5	1.1	0.4
O=C1NC2(CCCCC2)N=C1c1ccc(F)cc1	-1.5	-2.0	0.2	-1.5	1.4	-7.7	-1.2	0.5	-7.6	-5.3	-0.8
CCCCNc1nc(-c2ccccc2)c(C(=O)OCC)cc1C#N	-1.9	-2.5	0.1	-1.7	-1.4	-18.9	-0.3	-2.1	6.7	-58.8	-1.3
O=C(CN1C2CCCC1CC(NC(=O)C1CCCCC1)C2)NCc1ccc(F)cc1 (stereo not drawn)	-4.2	-0.9	-0.2	-1.3	-2.0	-1.9	-5.7	1.7	-0.9	-6.1	-0.8
Cc1[nH]c2c(C)cccc2c1CN1CCC(CO)(Cc2ccccc2)CC1	2.6	1.5	0.6	-0.6	-2.1	-3.5	2.6	0.7	-9.5	5.6	0.2
O=C(NCC1CCCO1)C1CC(=O)N(c2ccc(F)c(Cl)c2)C1 (stereo not drawn)	0.1	-1.2	0.6	-1.6	1.0	0.6	-1.2	-1.2	1.0	-1.5	-0.1
CN(C)c1cc(N/N=C/c2ccc(Cl)cc2)nc(N(C)C)n1	1.3	5.5	-0.2	-0.4	-2.4	1.1	-0.7	1.7	5.0	0.5	-0.6
Cc1nn2c(=O)c(NC(=O)c3ccc(F)cc3)cnc2s1	-0.2	-1.4	0.6	-1.0	-1.1	-3.0	0.3	3.3	-0.5	4.1	-0.9
COC(=O)[C@@]12C[C@@H](CC(=O)NCCc3ccccc3OC)C(=O)N(Cc3ccc4c(c3)OCO4)C1=CCC(C)(C)C2	-2.0	-1.1	.	-1.5	-1.1	4.4	-7.3	.	-2.9	17.6	-1.2
COC(=O)N1CCN(c2ccc(OC)cc2)CC1	-0.1	-1.3	-0.2	-2.1	-3.2	1.6	3.6	1.5	4.8	6.5	1.9
COc1ccc(-c2csc(NC(=S)NC(=O)c3ccc4ccccc4c3)n2)cc1OC	1.0	0.0	-0.7	-1.2	-0.6	2.7	-0.1	3.4	-1.5	-2.8	0.9
CCC(CC)c1nc2ccccc2c(=O)[nH]1	3.5	-2.7	0.0	-0.1	0.2	-2.9	-1.2	-2.4	-1.3	-1.6	-0.6
O=C(Nc1ccccn1)c1cccs1	7.8	0.8	0.3	-0.3	0.9	-3.6	3.9	3.7	7.5	-3.2	-0.3
CCOC(=O)N1CCN(C(=O)c2cc(COc3ccc(F)cc3F)on2)CC1	2.5	-1.0	-0.5	-0.6	-3.4	-0.8	1.3	3.8	2.4	-13.0	0.6
COc1ccc(S(=O)(=O)n2ccc(-c3cnc(-c4ccccc4)s3)n2)cc1	3.5	-1.8	0.6	-1.0	3.2	-77.9	-4.2	1.9	8.7	-225.2	0.3
O/N=C/c1cc2ccccc2n1Cc1ccccc1F	0.4	0.0	-1.3	-1.0	-2.7	2.8	-0.9	2.7	11.6	8.5	-0.8
N/C(=N\OC(=O)CC1CCCCC1)c1ccncc1	5.3	1.5	0.4	-1.4	-0.7	-3.4	2.9	1.2	3.7	0.6	-0.4
Cc1cccc(Nc2c3c(nc4ncnn24)CCC3)c1	-1.7	-3.0	-0.8	-1.1	0.2	-1.3	0.5	2.5	3.2	-2.9	-0.5
Cn1cccc1Cc1nnc(SCC(=O)Nc2ccccc2)n1-c1ccc(F)cc1	-1.6	-2.2	1.3	-1.1	0.1	-1.3	0.0	-2.4	-1.3	78.6*	-0.3
Cc1cc(/C=C2\SC(=O)N(C)C2=O)c(C)n1-c1cccc(C(=O)O)c1	-1.5	0.8	-0.6	-0.9	-0.3	-1.8	-1.1	-0.9	1.9	-23.5	0.0
Cc1ccccc1CNC(=O)c1ccccc1C(=O)O	0.8	-1.7	0.9	-0.9	-1.6	1.1	1.6	0.4	2.8	1.7	0.5
CCC(O)(CC)C(=O)NN(C(=O)Nc1csc2c1CCCC2)c1ccccc1	2.2	3.9	-0.1	-0.4	-2.3	-1.5	1.9	9.4*	-3.7	-4.2	0.2
COc1ccc(C(=O)NCc2ccc3c(c2)OCO3)cc1S(=O)(=O)N(C)Cc1ccccc1	-0.4	1.1	-0.9	-1.3	-1.5	2.1	-2.4	1.0	-1.1	3.2	-0.2
COCCCn1c(SCC(=O)Nc2ccccc2)nnc1-c1ccncc1	0.8	-2.8	-0.7	-0.8	0.4	-3.1	-1.9	2.1	-2.6	-1.1	-0.6
COc1ccc(CNC(=O)CN(C(=O)CCC(=O)Nc2nccs2)c2ccc3c(c2)OCO3)cc1	0.3	-0.2	0.5	-1.2	0.2	1.5	0.7	-0.1	0.0	2.5	0.0
Cc1ccc(C(=O)NC(=S)Nc2cc(-c3nc4ccccc4s3)ccc2C)cc1	12.3*	7.2*	3.3	1.4*	0.2	-8.6	7.1	4.0	10.6	-11.2	2.1
CC(C)=CCCC(C)CN1CCC(n2nccc2NC(=O)c2cccnc2)CC1 (stereo not drawn)	1.4	-0.4	0.1	-1.3	-2.0	-1.7	0.0	0.2	-4.4	2.1	0.0
Oc1ccc(C[C@H]2CNCCN2CCCCC2CCCCC2)cc1	-1.6	-0.9	1.4	-1.4	-0.7	-1.5	0.6	-1.7	1.3	-1.2	-0.7
Cc1cccc(NC(=O)c2ccc(S(=O)(=O)N3CCCCC3C)cc2)n1 (stereo not drawn)	-2.2	0.1	1.4	-0.8	-2.1	-0.6	1.5	4.5	2.0	0.5	-0.1

A few values from the list.
SMARCA2 act result of Cc1cccc(Nc2c3c(nc4ncnn24)CCC3)c1 = 0.5
ADAM10 inh result of Cc1ccc(Cn2cc(CN3[C@@H](CC(C)C)COc4ccc(Cl)cc4S3(=O)=O)nn2)cc1 = 2.6
